p53ts 39C kill = qHTS Screen for Compounds that Selectively Target Cancer Cells with p53 Mutations: Cytotoxicity of p53ts Cells at the Nonpermissive Temperature. Potency, µM (titrated, usually from 46.1 µM), for the others: at the highest dose activity change, negative = cell killing, usual class: cytotoxic. H1299-p53A138V viability at 39C, ATP luminescence, 24 h. actives 1.5% (n = 130,000); also: nearly all actives have a fitted effect of over 55% in size
IkB signaling = IkB Signaling. ABC-DLBCL IkBa-CBG/CBR dual luciferase ratio, 4 h; response scale: scaled: untreated 0%, proteasome inhibitor 100%. Potency, µM (highest dose often 57.1 µM), without a hit: at the top dose IkBa stabilization activation. actives 0.04% (n = 110,000); active = well fitted curve in the direction sought with a large enough effect in the signal ratio, not every such curve was filed as active; inconclusive = small, poorly fitted or top-dose-only effect, or a change in a side signal; the % refers to the signal ratio;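 also: the direction sought is a rising ratio; 0% = basal untreated cells and 100% = reference inhibitor full response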
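In this assay, an IκBα–CBG68 fusion accumulates when IKK-driven degradation is blocked; native CBR normalizes for cell number. OCI-Ly3 cells were treated 4 h with compound and doxycycline, then green and red light read after Chroma-Glo addition.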
Imprint erasure = qHTS Assay for Compounds that Induce Erasure of Genomic Imprints; mouse ES Peg3-LacZ reporter, beta-gal luminescence, 40 h; Potency, µM (series often up to 60.7 µM), without a hit: at the top dose activity change, positive = activation, usual class: activators; actives 0.02% (n = 110,000);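 also: 0% = negative control wells on the plate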
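Readout: BetaGlo luminescence (5 min, room temp) for LacZ from the normally silent maternal Peg3 allele in female Peg3LacZ-Neo ES cells. Cells 300/well, 40 h, 37C, 5% CO2. Data normalized per plate to negative controls.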
p53ts 32C kill = qHTS Screen for Compounds that Selectively Target Cancer Cells with p53 Mutations: Cytotoxicity of p53ts Cells at the Permissive Temperature | H1299-p53A138V at 32C, ATP luminescence viability, 24 h | Potency, µM (highest dose often 46.1 µM), without a hit: at the highest dose activity change, negative = cytotoxicity, most hits filed as cytotoxic | actives 0.93% (n = 130,000);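 also: 0% = DMSO and -100% = full killing by reference compound; nearly all actives have a fitted effect of over 55% in size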
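Viability by ATPlite luminescence after 24 h compound treatment (up to 46 uM) at the permissive 32C. Cells are H1299 carrying p53 A138V. Scale runs from DMSO basal to 100 uM tamoxifen as full kill; AC50 from Hill fits.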
Numbers without * were called inactive; ? = inconclusive; . = not tested or not shown; & = joins results of further samples; [ ] = another dose, or the depositor's remark. Unless noted, calls follow the shape of the dose curve; as a rule, active = well fitted curve in the direction sought with a large enough effect; inconclusive = small, poorly fitted or top-dose-only effect, or another doubt; inactive = no such curve, though single readings can be large; an effect the other way counts as inactive or inconclusive. Unless noted, % is scaled to controls: 0 for no effect and ±100 for the full control effect; potency is read from the fitted curve at half-maximal effect.

molecule,p53ts 39C kill,IkB signaling,Imprint erasure,p53ts 32C kill
O=C(c1ccccc1Cl)N1CCCC(c2nc3c(nnn3Cc3ccccc3)c(=O)[nH]2)C1 (stereo not drawn),-13%,0.8%,-9%,6%
CCCN(CCC)C(=O)c1ccc2c(c1)N(Cc1ccccc1)C(=O)CS2=O (stereo not drawn),4%,-1.5%,-12%,-5%
COc1ccc(C(N)CCc2ccc(C)o2)cc1 (stereo not drawn),-18%,-0.5%,-16%,1%
CC1CCC(NC(=O)CN2C(=O)C3CCCN3c3ncc(Cl)cc32)CC1 (stereo not drawn),7%,?,10%,-23%
CCCCS(=O)CC(CS(=O)CCCC)OC(=O)c1ccccc1 (stereo not drawn),10%,-1.0%,2%,29%
Cc1c(C(=O)O)oc2c1C(O)CC(C)(C)C2 (stereo not drawn),-14%,-1.6%,1%,2%
O=c1[nH]c(SCc2n[nH]c(=S)n2-c2ccccc2)nc2ccccc12,2%,2.1%,-8%,-4%
CC1CN(S(=O)(=O)c2cn(C)c(=O)n(C)c2=O)CC(C)O1 (stereo not drawn),-12%,?,-34%[inhibitor],-16%

2 entries from above, with two lines to a compound.
Values run as follows: p53ts 39C kill | IkB signaling | Imprint erasure | p53ts 32C kill
CCCCS(=O)CC(CS(=O)CCCC)OC(=O)c1ccccc1 (stereo not drawn)
    10% | -1.0% | 2% | 29%
Cc1c(C(=O)O)oc2c1C(O)CC(C)(C)C2 (stereo not drawn)
    -14% | -1.6% | 1% | 2%

Continued.
molecule,p53ts 39C kill,IkB signaling,Imprint erasure,p53ts 32C kill
O=C1c2[nH]nc(-c3ccccc3O)c2C(c2cccc(Cl)c2)N1Cc1ccco1 (stereo not drawn),53%[activator],?,-25%,6%
Cc1cc(C)c2oc(-c3cccc(NC(=O)c4ccc(Br)o4)c3)nc2c1,-2%,?,-7%[10.9 µM],-9%
Cc1ccc(S(=O)(=O)C(CNC(=O)C(=O)NCc2ccc(Cl)cc2)c2cccs2)cc1 (stereo not drawn),-20%,?,-11%[10.9 µM],2%
Cc1cc(C(=O)Nc2c(C)nn(Cc3ccc(F)cc3)c2C)no1,13%,1.3%,15%[10.9 µM],9%
Cc1ccc(S(=O)(=O)NC(=NCC(=O)O)c2ccccc2)cc1,3%,0.4%,-4%,-1%
COc1ccc(N(C)C(=O)CCC(=O)Nc2ccc3nc(N4CCOCC4)cc(C)c3c2)c(OC)c1,-7%,?,-8%,-8%
CCOc1ccccc1N1C(=O)c2ccc(C(=O)Nc3cccnc3)cc2C1=O,7%,2.3%,-2%,-5%
COc1ccc(OC)c(/C=C/C(=O)Nc2ccc(C(=O)OCCC(C)C)cc2)c1,-2%,1.2%,-15%[10.9 µM],8%

Overlap with the part before: 2 compounds; new compounds follow.
molecule,p53ts 39C kill,IkB signaling,Imprint erasure,p53ts 32C kill
CCOc1ccccc1N1C(=O)c2ccc(C(=O)Nc3cccnc3)cc2C1=O,7%,2.3%,-2%,-5%
COc1ccc(OC)c(/C=C/C(=O)Nc2ccc(C(=O)OCCC(C)C)cc2)c1,-2%,1.2%,-15%[10.9 µM],8%
CCn1c(C)c2c(C)nnc(C)c2c1C,-7%,-1.8%,-1%,-10%
CC(=O)c1c(C)[nH]c(C(=O)OC2CCOC2=O)c1C (stereo not drawn),-1%,0.6%,-8%,-1%
CCOC(=O)c1cccc(NC(=O)CSc2nnc(-c3ccncc3)n2CCCOC)c1,6%,0.8%,-17%,-2%
COC(=O)c1ccc(CSc2nnc3ccccn23)o1,2%,1.7%,-2%,3%
O=C(Oc1ccccc1)c1ccc(COC(=O)c2cnccn2)cc1,2%,2.1%,-8%,11%
c1ccc2sc(SCCSc3nc4ccccc4s3)nc2c1,3%[9.22 µM],-0.4%[11.4 µM],-1%[10.9 µM],6%[9.22 µM]
Cn1c(N)c(C(=O)COC(=O)Cn2cc(C(F)(F)F)ccc2=O)c(=O)n(C)c1=O,-3%,-0.4%,2%,0%
O=C1CN(C(=O)c2ccc(Cl)cc2Cl)C(c2ccc(F)cc2)c2cc(F)ccc2N1 (stereo not drawn),-15%,?,-11%[10.9 µM],0%

The results go on.
molecule,p53ts 39C kill,IkB signaling,Imprint erasure,p53ts 32C kill
COc1ccc(S(=O)(=O)N2CCCCC2C(=O)O)cc1 (stereo not drawn),19%,.,.,7%
CN1CCN(CC(C)(C)NS(=O)(=O)c2ccc(Cl)cc2)CC1,-6%,0.9%,-18%,-2%
CCOc1ccccc1-n1nnc(S(=O)(=O)c2ccc(C)cc2)c1N,3%,6.5%,15%[10.9 µM],3%
CC(OC(=O)c1cccs1)C(=O)NCC1CCCO1 (stereo not drawn),-13%,-1.0%,10%,-1%
CC1(C)Cc2nc3n[nH]c(N)c3cc2CO1,13%,-1.0%,-5%,4%
O=C(NCc1ccco1)C(c1cccs1)N(Cc1ccccc1)C(=O)Cn1nnc2ccccc21 (stereo not drawn),15%,1.0%,-9%,15%
CCOC(=O)Cn1c(=O)oc2cc(S(=O)(=O)NCc3ccccn3)ccc21,5%,?,-6%,8%
CCC(C)NS(=O)(=O)c1ccc(NS(C)(=O)=O)cc1 (stereo not drawn),11%,0.1%,-8%,6%

An excerpt of these results, with values under each structure.
Fields: p53ts 39C kill | IkB signaling | Imprint erasure | p53ts 32C kill
CCOC(=O)Cn1c(=O)oc2cc(S(=O)(=O)NCc3ccccn3)ccc21
→ 5% | ? | -6% | 8%
CCC(C)NS(=O)(=O)c1ccc(NS(C)(=O)=O)cc1 (stereo not drawn)
→ 11% | 0.1% | -8% | 6%

Further results
molecule,p53ts 39C kill,IkB signaling,Imprint erasure,p53ts 32C kill
COC(=O)[C@@H]1CC[C@H](C)[C@@H](c2ccc(C)cc2)N1C(=O)c1ccc(/C=N\O[C@@H](C)c2cn([C@H](CO)Cc3ccccc3)nn2)cc1,-4%&1%[9.22 µM],.,.,0%&8%[9.22 µM]
COc1ccc(N2C(=O)Cc3cc(OC)c(OC)cc3C2c2ccc(F)cc2)cc1 (stereo not drawn),8%,?,-6%[10.9 µM],13%
N=C1N=C(N)c2cc3ccccc3cc21,?,?,-15%,12%[1.84 µM]
CC1(C)NC(=O)N(CCOc2cccc(Cl)c2Cl)C1=O,3%,-3.4%,-12%,8%
CCOC(=O)N1CCN(C(=O)c2cn(-c3ccc(C)c(C)c3)c(=O)c3ccccc23)CC1,-3%,0.9%,-4%,-6%
Cc1ncc(C23CC4CC(CC(C4)C2)C3)[nH]1,-10%,-1.1%,-40%[inhibitor],-8%
O=C(C[n+]1ccc2ccccc2c1)c1ccc2ccc3ccccc3c2c1,-23%[9.22 µM],-3.7%[11.4 µM],-17%[10.9 µM],?
O=C(CSc1nnc(-c2ccncc2)n1Cc1ccco1)Nc1ccccc1Cl,-1%,-1.2%,.,-9%

Continued.
molecule,p53ts 39C kill,IkB signaling,Imprint erasure,p53ts 32C kill
CCOC(=O)c1ccc(NC(=O)c2sc3ccccc3c2Cl)cc1,-23%,?,-14%[10.9 µM],0%
Cn1cc(-c2nc3cnc(Oc4cccc(Cl)c4)nc3n(C3CC3)c2=O)c2ccccc21,3%,-3.5%[11.4 µM],7%,-7%
COC(=O)/C(=C1/Oc2cc3c(cc2S1)OCO3)C(F)(F)F,11%,1.2%,16%,-6%
CCOC(=O)c1c(S(=O)(=O)N2CCC(C(=O)NCc3cccc(OC)c3)CC2)c(C)n(C)c1C,7%,0.6%,15%[10.9 µM],4%
O=C(CSc1nccc(=O)[nH]1)N1CCCc2ccccc21,9%,-2.9%,-9%,7%
Cc1cc(NC(=O)c2oc3c(c2C)-c2[nH]ncc2CC3)ccc1Br,2%,-1.3%,-4%[10.9 µM],10%
Cc1ccc(CSC2=NCCN2C(=O)c2ccco2)cc1,-13%,-3.3%,-15%,-1%
O=C(NC1CCCCC1)c1ccc2c(c1)N(Cc1ccc(Cl)cc1)C(=O)c1ccccc1S2=O (stereo not drawn),-4%,?,4%[10.9 µM],12%

New compounds follow.
molecule,p53ts 39C kill,IkB signaling,Imprint erasure,p53ts 32C kill
Cc1ccc(C)n1-c1ccccc1N,?,.,.,-22%
O=c1[nH]c(SCc2ccccc2[N+](=O)[O-])nc2nc[nH]c12,7%&-4%[9.22 µM],2.8%[11.4 µM],-2%&0%[10.9 µM],6%&5%[9.22 µM]
O=C1CC(c2ccc3c(c2)OCO3)Sc2nc3ccccc3n21 (stereo not drawn),13µM*,?,-31%[inhibitor],13µM*
Cc1ccccc1C(=O)Nc1nnc(SCc2cc(=O)n3ccccc3n2)s1,0%,?,-3%[10.9 µM],4%
Cc1ccc(S(=O)(=O)n2nc(-c3ccc(Cl)cc3)nc2NCc2ccccc2)cc1,-3%,1.8%,-9%[10.9 µM],-3%
CN(C)S(=O)(=O)N1CCN(CC(O)COc2ccc3cc(Br)ccc3c2)CC1 (stereo not drawn),-10%,?,-25%,20%
N#C/C(=C(\O)C(=O)O)c1ccc(-c2cccc3ccccc23)cc1,10%[9.22 µM],0.2%[11.4 µM],1%[10.9 µM],3%[9.22 µM]
Cc1cc2n(n1)CCC(=O)N2Cc1ccc(C(=O)Nc2cccc(C(F)(F)F)c2)cc1,-16%,?,-1%[10.9 µM],-4%

Next part.
molecule,p53ts 39C kill,IkB signaling,Imprint erasure,p53ts 32C kill
Cc1nn(CCC(=O)NC(C)C)c(=O)c2nn(-c3ccccc3)c(C)c12,8%,0.3%,?,0%
O=C(Cn1ncc2c3ccccc3n(Cc3cccc(Cl)c3)c2c1=O)NCc1cccs1,-8%,3.0%,-3%[10.9 µM],-5%
CCN1CCN(Cc2c(O)ccc3c(=O)c(-c4ccccc4OC)coc23)CC1,-6%,3.7%,.,18%
CCCCOC(=O)Cn1cnc2ccc(Br)cc2c1=O,-6%,-0.5%,-6%,-4%
Cc1cc2nc(N(Cc3cccnc3)C(=O)c3ccc(Cl)s3)sc2cc1C,-12%,4.6%,-12%[10.9 µM],8%
CCOCCCNc1nc(=S)[nH]c2cc(OC)c(OC)cc12,-7%,0.6%,-9%,-2%
O=C1CSC(c2cccs2)N1c1ccccc1 (stereo not drawn),-5%,1.8%,10%,0%
COc1ccc(CNc2nc(-c3cccnc3)nn2C(=O)c2cccs2)cc1,-9%,1.1%,-16%,-5%

(cont.)
molecule,p53ts 39C kill,IkB signaling,Imprint erasure,p53ts 32C kill
CCOC(=O)c1cccc(NC(=O)c2sc3nc[nH]c(=O)c3c2C)c1,?,?,-11%[10.9 µM],1%
Cc1cccc2cc3c(N)c(C#N)sc3nc12,8%,1.5%,-4%,7%
Cc1ccc(S(=O)(=O)NC(CC(=O)O)c2ccccc2)c(C)c1 (stereo not drawn),-1%,1.3%,23%,12%
COc1ccc(C2N3CC4(C)CN2CC(C)(C3)C4)cc1OC (stereo not drawn),-9%,-0.1%,0%,2%
Cc1nn(-c2ccccc2)c2c1C(c1ccco1)C(C#N)=C(N)O2 (stereo not drawn),0%,5.0%,-14%,1%
COc1ccc(S(=O)(=O)NCCc2csc(C)n2)cc1C,6%,-1.4%,-8%,4%
O=C(NCCc1ccccc1)C1CCCN(S(=O)(=O)c2cccnc2)C1 (stereo not drawn),-5%,-2.0%,-4%,-12%
Cc1ccc(NC(=O)C2CC(=O)N(c3ccc(OC(C)C)cc3)C2)cc1 (stereo not drawn),5%,3.1%,-5%[10.9 µM],-6%

Carrying on.
molecule,p53ts 39C kill,IkB signaling,Imprint erasure,p53ts 32C kill
O=C(NCCOc1ccccc1)c1cc2ccccc2o1,17%,?,-20%,4%
C=CCSc1nc(C)c(CC(=O)OCC(C)C)c(=O)[nH]1,12%,-1.8%,22%,11%
COc1ccccc1OCC(=O)Nc1ccc(S(=O)(=O)N2CCCCCC2)cc1,-4%,?,-18%,-5%
COc1ccc(OC)c(NC(=O)Cc2coc3ccc(C)cc23)c1,-3%,0.4%,-19%,10%
COc1ccc(C(=S)N(C)C)cc1OC,2%,.,.,0%
CN(C)S(=O)(=O)n1cc(/C=C(\NC(=O)c2ccccc2Cl)C(=O)NCCCn2ccnc2)c2ccccc21,2%,?,4%[10.9 µM],-13%
O=C(COc1ccccc1)n1nc(-c2ccc(Cl)cc2)nc1NCc1ccco1,-7%,29%,-22%,3%
O=C1CCCc2cc(S(=O)(=O)NCC3CCC(C(=O)NCc4ccc(F)cc4)CC3)ccc2N1 (stereo not drawn),-7%,?,6%[10.9 µM],0%
